# PTAP TSG101 blk: blocks PTAP/TSG101 interaction to inhibit HIV-1 budding; Q99816; Fluorescence polarization, FITC-PTAP peptide / Tsg101 binding; Potency, µM (titrated, usually from 115 µM), without a hit: at the highest dose activity change, negative = inhibition, actives largely listed as inhibitors; 340,000 tested, under 10 active; active = well fitted inhibition curve with a large enough effect in the main read-out, with a control signal flat, not every such curve was filed as active; inconclusive = small, poorly fitted or top-dose-only effect, or effect the other way, or a change in a side signal; inactive = no such curve, though single readings can be large or run the other way; also: potency is read from the fitted curve at half-maximal effect; % of control where 0% means no effect
#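 Steps: Tsg101 binding domain dispensed (10 uM final), compounds pinned in DMSO, FITC-labeled PTAP-motif peptide added (50 nM final); after 20 min binding at room temperature, polarization measured.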
# ELG1 genotoxic: inducers of genotoxicity in HEK293T ELG1-luciferase cells; HEK293T ELG1-luciferase reporter, luminescence, 16 h; Potency, µM (highest dose often 46 µM), without a hit: at the highest dose activity change, positive = activation, usual class: activators; 1.3% of 330,000 active; also: potency is read from the fitted curve at half-maximal effect; % of control where 0% means no effect; nearly all actives have a fitted effect of over 60% in size
#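 HEK293T cells expressing luciferase-tagged ELG1 were treated with compound or DMSO for 16 hr at 37°C. Luciferase activity was then read after 30 min with ONE-Glo at room temperature; rising signal flags genetic stress.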
# uPA surface inh: cell surface uPA generation inhibition. Potency, µM (highest dose often 38.3 µM), inactives show at the highest dose activity change, negative = inhibition, most hits filed as inhibitors. cell surface uPA generation assay, qHTS. AID 540303. 0.31% of 330,000 active; active = well fitted inhibition curve with a large enough effect; inconclusive = small, poorly fitted or top-dose-only effect; inactive = no such curve, though single readings can be large or run the other way; tested in mouse RAW 264.7 cells; also: potency is read from the fitted curve at half-maximal effect; % is scaled to controls: 0 for no effect and ±100 for the full control effect; nearly all actives have a fitted effect of over 55% in size
# BRCA1 expr act: BRCA1 expression activation | MCF7-BRCA1-FFLuc reporter, luminescence, 48 h; response scale: scaled: vehicle 0%, 10 µM genistein 100% | Potency, µM (highest dose often 46.1 µM), inactives show top-dose activation, usual class: activators | 1.1% of 380,000 active | AID 624202; also: potency is read from the fitted curve at half-maximal effect; nearly all actives have a fitted effect of over 80% in size; some results filed as inactive show a strong effect at the top dose
#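 Compounds are tested at multiple concentrations on MCF7 BRCA1-luciferase reporter cells seeded at 2000 per well; after 48 h, a single luminescence end-point is taken and curves fitted to the normalized data.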
# p53 reactivator: restores transcriptional activity of mutant p53; 0.063% of 320,000 active; AID 504706; H1299 p53-A138V BP100-luciferase reporter, luminescence, 24 h; Potency, µM (series often up to 92.2 µM), inactives show at the top dose activity change, positive = activation, most hits filed as activators; also: potency is read from the fitted curve at half-maximal effect; % of control where 0% means no effect; nearly all actives have a fitted effect of over 45% in size
#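 H1299 (p53-null), stable ts p53-A138V + BP100-Luc; 1000 cells/well, Opti-MEM/10% FBS; cpd 4 pt, 1:5; 24 h, 37 deg C, 5% CO2; detection reagent 10 min RT; luminescence.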
# B2AR arrestin: agonists driving beta-arrestin recruitment to human beta2-adrenergic receptor. P07550. beta-arrestin recruitment to beta2AR, cell-based reporter. Potency, µM (series often up to 46.1 µM), without a hit: at the highest dose activation, most hits filed as activators. 0.02% of 330,000 active. AID 492947;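 also: potency is read from the fitted curve at half-maximal effect; 0% = DMSO controls and full agonism = EC100 isoproterenol or metaproterenol; nearly all actives have a fitted effect of over 65% in size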
# Eya2 phos inh: blocks the phosphatase activity of human Eya2; AID 488837; O00167; recombinant Eya2, OMFP fluorescence dephosphorylation (OMFP is methylfluorescein phosphate); Potency, µM (titrated, usually from 76.9 µM), for inactives: at the highest dose activity, negative = inhibition, usual class: inhibitors; 0.006% of 330,000 active; also: potency is read from the fitted curve at half-maximal effect; % is scaled to controls: 0 for no effect and ±100 for the full control effect
# Target sequence (O00167 whole entry, looked up): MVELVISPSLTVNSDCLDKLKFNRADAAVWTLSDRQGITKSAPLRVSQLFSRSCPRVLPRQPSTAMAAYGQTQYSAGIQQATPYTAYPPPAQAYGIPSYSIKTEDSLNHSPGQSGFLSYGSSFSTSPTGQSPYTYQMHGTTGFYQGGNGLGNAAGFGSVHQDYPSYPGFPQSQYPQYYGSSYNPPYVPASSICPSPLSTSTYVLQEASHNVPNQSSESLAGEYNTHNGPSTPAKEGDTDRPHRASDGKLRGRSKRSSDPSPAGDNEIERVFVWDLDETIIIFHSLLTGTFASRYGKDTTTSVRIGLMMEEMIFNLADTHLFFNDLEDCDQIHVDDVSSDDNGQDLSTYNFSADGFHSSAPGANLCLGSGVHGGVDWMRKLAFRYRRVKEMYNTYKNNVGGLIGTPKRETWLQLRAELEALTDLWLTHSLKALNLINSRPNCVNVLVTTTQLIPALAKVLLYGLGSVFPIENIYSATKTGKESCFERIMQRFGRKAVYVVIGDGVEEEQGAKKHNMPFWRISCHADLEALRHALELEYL
#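 Eya2 (0.2 uM) preincubated 10 min at ambient with compound, then OMFP substrate added at 50 uM; 10 min reaction in 50 mM HEPES pH 7.5, 50 mM NaCl, 5 uM MgCl2, 0.05% BSA, 1 mM DTT. Fluorescence read at Ex 485/Em 525 nm.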
# TRPV1 ag: agonists of human vanilloid receptor 1 (TRPV1). Q8NER1. TRPV1-expressing cells, Fluo-8 calcium influx, agonist mode. activation, % at 8.33 µM. 0.19% of 320,000 active; in the data active = activation above about 80%; inconclusive = between about 30% and that limit; also: 0% is about no effect
#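 Cells expressing TRPV1 were dye-loaded with Fluo-8 and read kinetically: 10 s baseline, 3 min after compound (agonist portion), then 2 min after EC20 capsaicin (allosteric enhancer portion). Calcium-bound dye fluorescence at 480/520 nm.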
# USP2a inh: blocks human ubiquitin-specific protease USP2a; AID 463254; Potency, µM (doses to about 38.3 µM), without a hit: at the highest dose activity change, negative = inhibition, hits mostly inhibitors; O75604; USP2 core, Ub-CHOP2 coupled fluorogenic reporter, 485/531; 0.01% of 330,000 active;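 also: potency is read from the fitted curve at half-maximal effect; plate controls were DMSO wells for no effect and full inhibition by NEM control for full effect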
#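 Deubiquitinase activity read as fluorescence (485/531 nm) after Ub-CHOP2 cleavage activates the enterokinase reporter on its substrate; USP2 core 10nM, Ub-CHOP2 and substrate 25nM each, 30min compound preincubation then 60min RT; data normalized to NEM, curves fitted.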
# ASM inhibitor: human S-ASM enzyme inhibition. P17405. placental ASM, HMU-PC fluorogenic substrate, 60 min. Potency, µM (doses to about 57.5 µM), for the others: at the top dose activity change, negative = inhibition, hits mostly inhibitors. 0.006% of 340,000 active; also: potency is read from the fitted curve at half-maximal effect
# Target sequence (P17405 47-631 limits assumed): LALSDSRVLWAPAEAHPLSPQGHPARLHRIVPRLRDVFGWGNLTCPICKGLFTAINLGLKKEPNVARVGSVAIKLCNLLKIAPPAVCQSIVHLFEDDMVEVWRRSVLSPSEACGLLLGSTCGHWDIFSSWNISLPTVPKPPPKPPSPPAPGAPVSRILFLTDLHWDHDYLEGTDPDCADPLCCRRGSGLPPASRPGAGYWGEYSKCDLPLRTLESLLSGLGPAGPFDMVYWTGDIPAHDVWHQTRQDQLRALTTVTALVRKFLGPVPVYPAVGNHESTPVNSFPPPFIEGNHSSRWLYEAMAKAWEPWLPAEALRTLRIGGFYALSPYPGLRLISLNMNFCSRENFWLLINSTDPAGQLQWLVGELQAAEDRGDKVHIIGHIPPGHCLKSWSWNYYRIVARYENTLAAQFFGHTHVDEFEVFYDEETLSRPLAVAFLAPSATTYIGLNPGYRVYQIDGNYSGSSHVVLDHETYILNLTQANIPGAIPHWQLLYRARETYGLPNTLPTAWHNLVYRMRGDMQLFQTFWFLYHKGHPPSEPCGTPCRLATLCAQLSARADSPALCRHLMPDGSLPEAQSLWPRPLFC
#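 qHTS format. ASM enzyme prepared from human placenta hydrolyses the fluorogenic substrate HMU-PC0 (9 uM final) over 60 min at 37 °C after a 10 min compound preincubation.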
# Integrin act MD: integrin-mediated muscular dystrophy alleviation activation | alpha7betagal myoblasts, beta-gal FDG fluorescence, 48 h | Potency, µM (titrated, usually from 38.3 µM), for inactives: at the top dose activation, usual class: activators | 0.064% of 350,000 active | AID 624291;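 also: potency is read from the fitted curve at half-maximal effect; 100% = response of the positive control SU9516; nearly all actives have a fitted effect of over 60% in size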
#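 alpha7betagal+/- myoblasts (passage 13, 250/well) treated 48 h at 37C with compounds at 1:260 dilution of DMSO stock. Lysed, then beta-galactosidase activity read as FDG fluorescence (ex 480/em 540) after 30 min, with pre-read for autofluorescence.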
# * marks the source's active call; other numbers are inactive results; i = inactive; ? = inconclusive; . = not tested or not shown; [ ] = another dose, or the depositor's remark. Unless noted, calls follow the shape of the dose curve; as a rule, active = well fitted curve in the direction sought with a large enough effect; inconclusive = small, poorly fitted or top-dose-only effect, or another doubt; inactive = no such curve, though single readings can be large; an effect the other way counts as inactive or inconclusive.
SMILES,PTAP TSG101 blk,ELG1 genotoxic,uPA surface inh,BRCA1 expr act,p53 reactivator,B2AR arrestin,Eya2 phos inh,TRPV1 ag,USP2a inh,ASM inhibitor,Integrin act MD
CCc1nnc(NC(=O)CSc2nnc(C3CC3)n2C)s1,-6%,5%,1%,-14%,-5%,-0.5%,11%,-3,0%,2%,13%
COc1cccc(NC(=O)Nc2cccn(Cc3ccccc3)c2=O)c1,5%,-5%,4%,-9%,3%,-1.0%,1%,28,2%,0%,6%
COc1ccc(C)cc1-n1c(SCC(=O)NCC2CCCO2)nc2c([nH]c3ccccc32)c1=O (stereo not drawn),-2%,0%,9%,-34%,-24%,?,-5%,-7,-5%,1%,5%
Cc1ccc2c(COC(=O)c3n[nH]c4ccccc34)cc(=O)oc2c1,0%,4.6µM*,0%,3.2µM*,?,-0.1%,-6%,-2,3%,0%,-10%
Cc1cc(C(=O)CSc2ccc(Cl)cc2)cc(C)c1OC(=S)N(C)C,-3%,?,19%,5µM*,?,-0.9%,-18%,14,-5%,-4%,19%
CC(C)Cc1nnc(NS(=O)(=O)c2ccc([N+](=O)[O-])cc2)s1,1%,-4%,3%,-28%,.,-0.1%,5%,0,4%,1%,4%
CCCCOc1ccc(C(=O)NN2CCOCC2)cc1,4%,.,-1%,43%,.,.,.,.,.,2%,0%
COCC(C)n1c(C)cc(C(=O)COC(=O)c2ccc3ncsc3c2)c1C (stereo not drawn),-9%,?,3%,34%,19%,-0.2%,21%,22,0%,-3%,-27%
O=C(c1ccc([N+](=O)[O-])o1)N1CCCCCC1,-2%,1%,-17%,-19%,?,0.3%,-15%,.,0%,3%,-57%[inhibitor]
Cc1cccc(C)c1NC(=O)CN(C1CCCCC1)S(C)(=O)=O,1%,-2%,1%,-17%,41%,-4.2%,12%,2,-2%,2%,13%
CCOC(=O)N1CCN(S(=O)(=O)c2ccc3c(c2)CCN3C(=O)C2CC2)CC1,-3%,-2%,1%,-25%,-4%,-0.3%,3%,1,2%,-1%,17%
CN(C)C(=O)c1c([N+](=O)[O-])ncn1C,1%,0%,-2%,-10%,5%,-1.0%,1%,2,5%,4%,7%
CN(C)C(=O)c1ccc(N=Nc2c(O)c3ccccc3[nH]c2=O)cc1,0%,.,-10%,-4%,.,.,.,.,.,-2%,-46%[inhibitor]
COc1ccc(NC(=O)C(NC(C)=O)C(=O)Nc2ccc(F)cc2)cc1 (stereo not drawn),-5%,1%,5%,-18%,-7%,-0.2%,-1%,-2,-4%,-2%,6%
C=CCC(CC)C(=O)NC(=O)N1CCCc2ccccc21 (stereo not drawn),-6%,6%,6%,-4%,10%,0.3%,-4%,-1,6%,3%,5%
CCOc1ccccc1NC1=C(Cl)C(=O)N(Cc2ccccc2)C1=O,-3%,-11%,-13%,-44%,-11%,0.4%,4%,15,0%,-13%,16%
N#CCCn1cc(C(CC(=O)c2ccc(Br)cc2)C(=O)O)c2ccccc21 (stereo not drawn),-5%,0%,1%,-4%,-6%,0.7%,2%,.,3%,5%,25%
CCCS(=O)(=O)N1CCCC(C(=O)NCCN(CC)c2ccccc2)C1 (stereo not drawn),-10%,1%,2%,-11%,7%,0.0%,3%,1,-5%,1%,8%
CN(C(=O)CC1C(=O)NCCN1Cc1ccccc1F)C1CCOCC1 (stereo not drawn),0%,3%,0%,-7%,-3%,0.0%,2%,-3,0%,40%,6%
COc1cc(CN2CCCN(C)CC2)cc([N+](=O)[O-])c1O,0%,-1%,3%,-16%,8%,-0.6%,11%,1,-1%,0%,12%
COc1ccccc1CNC(=O)CCc1nc2ccccc2c(=O)[nH]1,-2%,-1%,1%,3%,-2%,0.0%,-4%,7,2%,1%,6%
COc1ccc(C2CC2/C(=N/O)c2ccccn2)cc1 (stereo not drawn),0%,4%,-4%,54%,15%,0.2%,-2%,?,0%,6%,-21%
Cc1ccc(C[n+]2cc(-c3ccc(Cl)cc3)n3c2CCC3)cc1,-1%,-16%,-12%,-36%,-2%,-0.3%,-6%,4,1%,1%,-22%
CCNC(=O)c1cccc(NC(=O)c2cc(C3CC3)nc3c2cnn3C(C)C)c1,-7%,-7%,-5%,-17%,-1%,-3.5%,-2%,?,0%,-13%,-8%
Cc1cccc(NC(=O)N2CCCc3ccccc32)c1C,0%,6%,-2%,0%,6%,-0.6%,13%,-1,-2%,1%,-11%

# Just B2AR arrestin and Eya2 phos inh, for 2 of the compounds above:
SMILES | B2AR arrestin | Eya2 phos inh
CCOc1ccccc1NC1=C(Cl)C(=O)N(Cc2ccccc2)C1=O | 0.4% | 4%
Cc1cc(C(=O)CSc2ccc(Cl)cc2)cc(C)c1OC(=S)N(C)C | -0.9% | -18%

# (list continues)
SMILES,PTAP TSG101 blk,ELG1 genotoxic,uPA surface inh,BRCA1 expr act,p53 reactivator,B2AR arrestin,Eya2 phos inh,TRPV1 ag,USP2a inh,ASM inhibitor,Integrin act MD
O=C1CCN(Cc2ccccc2)CCN1CCSc1ccccc1,-3%,?,-8%,8.9µM*,.,-0.6%,-11%,11,2%,-1%,6%
O=C(O)c1ccc(CSc2nnc(-c3cccnc3)n2-c2ccc(Br)cc2)cc1,-16%,2%,-3%,29%,3%,-0.3%,1%,0,-2%,4%,?
CCOC(=O)c1c(NC(=O)COC(=O)Cc2n[nH]c(=O)c3ccccc23)sc(C(=O)N(C)C)c1C,0%,2%,2%,-6%,4%,-0.1%,3%,2,3%,.,-2%
Cc1cc(C)n(-c2nnc3n2N=C(c2ccccc2)CS3)n1,-2%,2%,-3%,3%,-12%,-1.9%,-12%,1,1%,1%,3%
CC1=CC(C)(C)[N+](C)(C)c2ccc(C)cc21,0%,-6%,1%,-28%,10%,-0.3%,6%,-4,16%,0%,-40%
O=C(O)C1=C(C2CCCCC2)C(=O)c2ccccc21,-1%,.,-2%,-26%,.,.,.,.,.,1%,0%
CCN(CC(=O)Nc1ccc(OC)cc1)C(=O)CCS(=O)(=O)c1ccc(C)cc1,.,-3%,-3%,-21%,-4%,-0.8%,2%,-2,-1%,3%,-9%
O=C(CC(Cc1ccccc1)c1ccco1)NCc1ccco1 (stereo not drawn),-5%,-7%,1%,0%,-1%,-0.7%,3%,13,1%,9%,-25%
COc1ccc2sc(-c3ccc(N(C)C)cc3)c(C#Cc3cncn3C)c2c1,0%,-1%,?,-22%,-1%,0.2%,-6%,.,-1%,i,-38%
CCCn1nc(C(=O)OCC(=O)Nc2ccc(C(N)=O)cc2)c2ccccc2c1=O,1%,2%,-2%,-4%,4%,0.0%,-11%,.,-1%,-2%,22%
Cc1ccc(C(=O)C2=C(O)C(=O)N(CCCn3ccnc3)C2c2ccc(OC(C)C)cc2)o1 (stereo not drawn),-5%,1%,-5%,1%,-15%,-0.1%,11%,-2,-4%,-3%,23%
COc1ccccc1NC(=O)CC(=O)CSc1nnc(-c2ccc(C)cc2)n1C,-9%,0%,6%,-4%,6%,-0.3%,0%,-1,-7%,-3%,2%
Cc1c(C(=O)Nc2ccc(C(=O)Nc3ccccc3)cc2)cccc1[N+](=O)[O-],4%,14%,6%,-7%,3%,0.1%,10%,1,2%,2%,13%
CN(C(=O)c1cccc(NC(=O)Cc2ccc(NC(=O)C3CCN(C(=O)C4CCCCC4)CC3)cc2)c1)C1CCCCC1,0%,.,-5%,-22%,.,.,.,.,.,-1%,-8%
CN(Cc1ccccc1F)C(=O)CN1CCN(S(=O)(=O)c2ccc3c(c2)OCCCO3)CC1,-7%,-1%,-13%,-21%,0%,-2.1%,-7%,7,3%,8%,10%
COc1ccc(C)cc1S(=O)(=O)N1CCc2ccccc2C1,0%,-4%,-3%,8%,5%,-1.2%,-10%,3,0%,-1%,-19%
COc1ccc2c(c1OC)CN(C)CCc1cc3c(cc1C(O)C2)OCO3 (stereo not drawn),-3%,-1%,4%,-1%,3%,-0.5%,-16%,-1,2%,-1%,7%
Cc1c(C(=O)OCC(=O)N2CCC(C)CC2)oc2ccccc12,-3%,?,1%,65%,10%,-0.1%,-20%,?,1%,-1%,-22%
COc1ccc(S(=O)(=O)Nc2cccc3c2O[C@H](CN(C)CC2CCCCC2)[C@@H](C)CN([C@H](C)CO)C3=O)cc1,-6%,2%,3%,0%,-4%,-0.8%,-9%,.,4%,-2%,-16%
COc1cc(C2C(C(=O)N3CCOCC3)=C(C)NC3=C2C(=O)CCC3)ccc1OC(C)=O (stereo not drawn),-3%,-2%,5%,2%,4%,-0.3%,10%,-6,0%,117%[activator],19%
COc1ccc2c(c1)-c1c(sn(-c3ccc(OC)c(OC)c3)c1=S)C(C)(C)N2,-2%,1%,-6%,-75%,-4%,0.1%,0%,19,-1%,?,-32%[inhibitor]

# Screening data (PubChem BioAssay)
